HCV core dimer: blocks dimerization of HCV core protein; TR-FRET GST/Flag-core106 dimerization, 1536-well; inhibition, % at 5 µM; 300,000 tested, 0.33% active;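 active = inhibition above the mean of all tested compounds plus 3 SD, set per screening campaign, cut at about 45% in these data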
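Assay system – GST-tagged and Flag-tagged HCV core protein residues 1-106 · Quantity – core106 proteins, GST 13.5 nM and Flag 17 nM · Benchmarks – unlabelled core106 and no-GST-core106 wells · Read-out basis – percent inhibition of core106 dimerization signal · Detection – time-resolved FRET, ex 340 nm, em 617 and 671 nm · Schedule – 4 h at 22.5 °C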
PP5 inh: inhibitors of human protein phosphatase 5 (PP5). purified PP5c, OMFP substrate fluorescence. 320,000 tested, 0.18% active. inhibition, % at 6.7 µM. P53041;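 active = inhibition above the campaign's mean inhibition across all tested compounds plus 3 SD, cut at about 9.5% in these data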;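 note: 0% = DMSO only and 100% = 100 µM cantharidin control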
Target sequence (P53041 whole entry, looked up): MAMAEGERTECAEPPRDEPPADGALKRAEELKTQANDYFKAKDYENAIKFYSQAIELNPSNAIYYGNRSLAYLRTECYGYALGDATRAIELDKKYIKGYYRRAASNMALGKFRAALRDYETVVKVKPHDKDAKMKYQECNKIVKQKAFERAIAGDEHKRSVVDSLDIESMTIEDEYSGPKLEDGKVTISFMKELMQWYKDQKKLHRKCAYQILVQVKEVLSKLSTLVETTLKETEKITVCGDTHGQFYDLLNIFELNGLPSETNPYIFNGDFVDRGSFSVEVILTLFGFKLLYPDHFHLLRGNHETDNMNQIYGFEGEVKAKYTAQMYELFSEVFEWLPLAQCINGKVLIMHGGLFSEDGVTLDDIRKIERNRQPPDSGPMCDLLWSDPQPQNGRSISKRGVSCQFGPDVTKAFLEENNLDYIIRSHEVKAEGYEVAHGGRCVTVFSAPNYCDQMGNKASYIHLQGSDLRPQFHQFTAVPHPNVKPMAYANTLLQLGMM
AHR activator: activators of human aryl hydrocarbon receptor. 320,000 tested, 2.5% active. activation, % at 5 µM. AHR-responsive luciferase reporter cells, luminescence. P35869; in the data active = activation above about 47%;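 note: 0% = vehicle wells and 100% = reference agonist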
PP1 counter: counter-screen for PP5 inhibitors: inhibitors of human PP1-alpha; P62136; purified PP1alpha, OMFP fluorescence; inhibition, % at 6.7 µM; 320,000 tested, 0.9% active; AID 2235;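 active = inhibition above the mean inhibition of all tested compounds plus 3 SD, computed separately for each screening campaign, cut at about 15% in these data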
Target sequence (P62136 whole entry, looked up): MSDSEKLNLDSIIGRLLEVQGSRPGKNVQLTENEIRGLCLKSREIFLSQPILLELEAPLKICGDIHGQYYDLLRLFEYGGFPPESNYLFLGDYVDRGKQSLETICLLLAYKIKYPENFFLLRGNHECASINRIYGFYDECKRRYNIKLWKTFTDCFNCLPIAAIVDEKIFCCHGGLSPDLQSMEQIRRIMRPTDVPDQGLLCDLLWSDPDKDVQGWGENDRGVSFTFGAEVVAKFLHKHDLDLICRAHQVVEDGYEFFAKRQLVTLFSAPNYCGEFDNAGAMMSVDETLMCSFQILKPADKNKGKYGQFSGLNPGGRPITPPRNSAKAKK
proCasp7 act: counter-screen for procaspase-3 activators: activators of human procaspase-7. P55210. recombinant procaspase-7, Ac-DEVD-pNA absorbance 405 nm; D23A/D198A/D206A triple mutant, cannot self-cleave; scale: DMSO 0, 5 µM enzyme 100. activation, % at 8.5 µM. 330,000 tested, 0.093% active;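 active = percent activation above the screen-wide mean plus 3 SD, cut at about 25% in these data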
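System: Procaspase-7 triple mutant (PC-7 D3A); measure: % activation from two-timepoint absorbance difference, scaled to controls; times: 1 h compound preincubation, 2 h substrate cleavage, 25 °C; also added: Ac-DEVD-pNA substrate, 400 µM as added; measured by: Epi-absorbance of released pNA at 405 nm, two timepoints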
TPT1 inhibitor: inhibitors of Candida albicans tRNA 2'-phosphotransferase TPT1; recombinant caTPT1, FP RNA substrate dephosphorylation; inhibition, % at 5 µM; 300,000 tested, 0.81% active; AID 1962;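 active = inhibition above the mean of all tested compounds plus 3 SD, set per screening campaign, cut at about 24% in these data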;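 note: plate controls were DMSO alone for no effect and ferristatin control at 100 nM for full effect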
proCasp3 act: procaspase-3 (human) activation | 330,000 tested, 0.11% active | recombinant procaspase-3 D3A, Ac-DEVD-pNA absorbance 405 nm | AID 463141 | activation, % at 8.5 µM;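 active = activation above the mean of all tested compounds plus 3 SD, cut at about 21% in these data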;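 note: 0% = DMSO alone and 100% = DMSO wells spiked with extra 5 µM PC-3 D3A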
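Evaluation: percent activation relative to control range; Material: Procaspase-3 D3A mutant, all three cleavage aspartates alanine; Compound: single dose, 8.5 µM nominal compound, 0.8% DMSO; Replication: one well per compound; Signal: absorbance at 405 nm, 0 and 120 min; Schedule: 1 h preincubation plus 2 h reaction at 25 °C.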
PAFAH2 FP inh: inhibitors of human PAFAH2. recombinant PAFAH2, FP-rhodamine activity probe, fluorescence polarization. inhibition, % at 3.39 µM. 340,000 tested, 0.99% active;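 active = inhibition above the mean over all tested compounds plus 3 SD, cut at about 30% in these data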;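 note: inhibitors block probe labeling of enzyme so polarization drops; 0% = enzyme with DMSO and 100% = wells lacking PAFAH2 protein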
CTSL1 counter: blocks F. hepatica cathepsin L1 in PFM18AAP counter-screen; recombinant F. hepatica cathepsin L1, Z-Leu-Arg-MCA fluorescence; 300,000 tested, 0.49% active; inhibition, % at 5.96 µM;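 active = inhibition above the mean of all tested compounds plus 3 SD, set per screening campaign, cut at about 17% in these data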;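 note: 0% = plate median of test compound wells and 100% = 1 µM Z-Phe-Ala-diazomethylketone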
* marks the source's active call; other numbers are inactive results; nt = no result given.

SMILES | HCV core dimer | PP5 inh | AHR activator | PP1 counter | proCasp7 act | TPT1 inhibitor | proCasp3 act | PAFAH2 FP inh | CTSL1 counter
Cc1ccc(C23CC4CC(CC(NC(=O)NC(C)(C)CO)(C4)C2)C3)cc1 | -6.4 | -0.5 | -2.8 | 1.6 | 4.6 | 1.9 | -1.7 | -2.1 | -1.9
CCN1CCN(c2ccc(NC(=O)c3ccc(Cl)c(N4CCCC4=O)c3)cc2)CC1 | -16.7 | 0.0 | 6.4 | -0.9 | -3.6 | -4.9 | -0.2 | -4.1 | -0.3
Cc1ccc(NS(=O)(=O)c2ccc3c(c2)NC(=O)CO3)cc1 | -7.3 | 2.3 | -1.7 | -0.8 | 1.9 | -1.9 | 7.8 | -1.4 | -3.7
COc1ccccc1NC(=O)COc1ccc2c(c1)OCO2 | -10.5 | 1.6 | 5.4 | 0.2 | 4.5 | -4.0 | 3.1 | 0.2 | -0.6
COc1ccc(C(=O)NC2CCCCCC2)cc1S(=O)(=O)Nc1ccc(Br)cc1 | 22.1 | 0.0 | 7.9 | -0.5 | 8.5 | -3.0 | 6.4 | -3.5 | 0.5
CCN(CC)c1ccc(-n2c(C)c(C(C)=O)c(C(C)=O)c2C)cc1 | 8.8 | 1.4 | 2.1 | -2.4 | -3.6 | -2.7 | 1.7 | 0.8 | 0.3
COc1cc(C(=O)NCCOc2cccc(C)c2)c(Br)c(OC)c1OC | -1.4 | 1.5 | 1.4 | -0.9 | 2.2 | -0.9 | 1.1 | -1.8 | -1.0
COc1ccc(-c2csc(C3=C(O)CN(CCCN4CCCC4=O)C3=N)n2)cc1OC | -8.0 | 2.9 | 3.3 | 0.7 | -4.0 | 0.1 | -2.4 | 9.4 | 2.6
C=CCNC(=S)N(CC)c1cccc2ccccc12 | 5.2 | 1.0 | 1.6 | 2.5 | -4.7 | 1.2 | 5.5 | 9.1 | 2.9
O=C(COC(=O)c1ccc(Br)o1)NC1CCCc2ccccc21 (configuration not stated) | nt | -0.2 | -0.1 | 0.1 | 1.6 | nt | 1.1 | 3.7 | nt
O=C1CCCC(=O)N1c1ccc(N2CCN(c3ccccc3)CC2)c([N+](=O)[O-])c1 | -2.2 | 1.5 | -2.9 | 0.5 | 2.9 | -2.6 | -4.4 | -0.2 | -1.5
COc1cc(C(=O)Nc2nnc(S(=O)(=O)N3CCCCCC3)s2)cc(OC)c1OC | -1.5 | 3.2 | -2.7 | 1.3 | -6.5 | -1.2 | 5.8 | 1.2 | 4.6
COc1cccc(C2Nc3cc(Cl)c(S(N)(=O)=O)cc3S(=O)(=O)N2)c1 (configuration not stated) | -6.1 | -2.1 | 1.0 | -0.5 | 3.2 | -3.4 | 8.7 | -3.0 | 0.6
O=C(Nc1ccccc1)NC1CC2CCC(C1)N2Cc1nnnn1Cc1ccc2c(c1)OCO2 (configuration not stated) | 1.7 | 2.4 | 2.8 | 1.8 | -12.3 | -0.7 | -5.0 | 0.3 | -1.0
O=C(COC(=O)c1ccccc1NC(=O)c1ccccc1)c1cccc([N+](=O)[O-])c1 | 3.3 | -0.3 | 3.8 | 2.4 | -6.4 | -1.4 | 2.7 | 7.3 | 10.1
CCCCn1c(O)c(N=NC(=O)c2ccccc2NS(=O)(=O)c2cccs2)c2ccccc21 | 16.9 | -3.5 | 0.1 | 0.0 | 1.1 | 2.2 | 1.4 | 13.1 | 4.7
Cc1ccc(OCc2nc(-c3ccc(Cl)cc3)n[nH]2)cc1 | -1.2 | 1.2 | -4.2 | 0.7 | 9.7 | 0.1 | 3.3 | -10.0 | 0.6
Cc1ccc(C)c(C(=O)CN2C(=O)c3ccccc3C2=O)c1 | 8.3 | 2.1 | -2.6 | -5.2 | -7.3 | -2.8 | -3.2 | 5.8 | -1.4
Cc1cc(C)cc(N2CN=C3SCC(=O)N3C2)c1 | -8.0 | 0.6 | 1.8 | 0.7 | -3.7 | -3.9 | 5.6 | -4.2 | 1.8
CCn1c(SCC(=O)Nc2ccccc2F)nc2c(c1=O)SC(C)C2 (configuration not stated) | -3.4 | 0.9 | 0.1 | -0.6 | -1.6 | -4.3 | 2.8 | -2.3 | 2.8
CC(C)NC(=O)CSc1nnc2sc3ccccc3n12 | -0.3 | -0.8 | 7.2 | -1.4 | 0.1 | -1.6 | 2.5 | 3.6 | -1.7
COc1ccc(Cc2n[nH]c(=S)n(N)c2=O)cc1 | -0.4 | -0.5 | 0.9 | -1.0 | -0.7 | 3.6 | -0.1 | -4.2 | -6.8
CCOC(=O)N1CCN(Cc2nc3c(c(=O)n(C)c(=O)n3C)n2Cc2ccccc2C)CC1 | -1.3 | 3.2 | 0.2 | -1.4 | 1.3 | -0.6 | 4.3 | -1.8 | 0.5
Cn1c(SCC(=O)NC2CCCCC2)nnc1-c1cc2ccccc2o1 | -11.5 | 1.0 | 8.1 | -0.7 | 3.6 | -4.6 | 6.2 | -2.8 | 5.2
COc1ccc(C2=[N+]([O-])C(C)(C)N(O)C2C)cc1 (configuration not stated) | -3.6 | -4.9 | 4.1 | 12.6 | -9.5 | 2.3 | -2.7 | 4.3 | -2.0
O=S(=O)(NCC(c1ccccc1)N1CCC(O)CC1)c1ccc(Cl)cc1 (configuration not stated) | -8.1 | 2.4 | 8.1 | 1.6 | 5.0 | -4.4 | 0.8 | 18.4 | -7.8
N#Cc1cccc(NC(=O)Cn2cnc(S(=O)(=O)N3CCOCC3)c2)c1 | -0.5 | 1.9 | 1.3 | 2.3 | 3.3 | -1.6 | -5.9 | -0.6 | -1.5
CCSc1nc(C(F)(F)F)cc(=O)n1-c1ccccc1 | -2.8 | -0.1 | -0.4 | 0.5 | 2.3 | -2.6 | -1.3 | -1.9 | -0.7
O=c1[nH]c(C2CCCN(S(=O)(=O)c3ccccc3)C2)nc2c1nnn2Cc1ccccc1Br (configuration not stated) | 17.2 | 0.5 | -0.1 | 6.9 | 2.6 | -3.7 | -3.3 | 17.1 | 4.6
O=C(O)CC1(CC(=O)NCc2cc(F)cc3c2OCOC3)CCCCC1 | 1.6 | -0.8 | -0.7 | -0.6 | 4.7 | -2.7 | 1.0 | 3.6 | -1.6
CCCn1nc2cc(C(=O)NCc3ccccc3OC)ccc2c1OCC | -2.7 | 2.9 | 2.5 | -0.7 | -1.1 | 2.5 | 8.2 | -11.4 | 0.8
O=C(Nc1cnn(Cc2c(Cl)cccc2Cl)c1)C(c1ccccc1)c1ccccc1 | 27.9 | 8.3 | 3.1 | 7.2 | 9.5 | -0.8 | 6.2 | -11.6 | 5.1
CCN(CC)CCC(=O)NN | -1.4 | 0.9 | 0.4 | -1.9 | 10.6 | -1.3 | 2.0 | 5.3 | 0.0
O=C(CC(c1ccccc1)c1ccccc1O)NCc1ccccc1 (configuration not stated) | -0.8 | 1.7 | -0.3 | -1.2 | 4.0 | -2.1 | 0.1 | -0.7 | 18.4*
CCCCN(C)C(=O)Cn1nc(-c2ccc(Cl)cc2)ccc1=O | -6.8 | -2.5 | 7.4 | 6.5 | -8.4 | -0.8 | 1.1 | 0.7 | -1.1
CC(=O)Nc1ccc(Nc2nc(C(F)(F)F)nc3c2nnn3Cc2ccccc2Cl)cc1 | 0.7 | 3.6 | 10.3 | 3.7 | -55.6 | 3.1 | -10.2 | 2.7 | 2.7
COc1ccc(S(=O)(=O)N2CCC(C(=O)NCCc3c[nH]c4ccccc34)CC2)cc1 | 3.3 | 2.8 | 4.6 | -2.7 | -5.6 | -0.3 | -2.5 | 0.0 | -6.2
Cc1nnc2n1N=C(c1ccc3c(c1)NC(=O)CO3)CS2 | 2.4 | -1.1 | 0.0 | -3.4 | 5.7 | -3.9 | 4.7 | nt | -2.5
NC(=O)/C(=C/c1ccco1)C(N)=S | -6.9 | 2.1 | -0.1 | 1.0 | -29.1 | -9.8 | -23.5 | 6.7 | 3.0
COC1CCN(C(=O)c2ccc3oc(Cc4ccc(Cl)cc4)nc3c2)CC1 | -4.3 | -2.3 | 2.3 | -2.2 | 13.2 | -3.9 | -3.2 | 8.8 | -0.2
O=C(O)CN1C(=O)c2cccc(Oc3ccc(Cl)cc3)c2C1=O | -4.0 | 0.9 | 1.6 | 1.7 | 3.6 | -3.3 | 7.1 | -3.1 | 5.0
CCOC(=O)c1cnc2c(CC)cccc2c1NCCN1CCOCC1 | 0.5 | -1.8 | 9.1 | -2.1 | 1.3 | -2.1 | 13.9 | 1.4 | 0.4
CNC(=O)c1c(Cl)cnn1-c1ccc(F)cc1 | 0.2 | -0.5 | 14.5 | -0.7 | 1.2 | -1.3 | -2.6 | -1.4 | 1.6
COc1cc(S(=O)(=O)N2CCOCC2)ccc1NC(=O)CN1c2cccc3cccc(c23)S1(=O)=O | 14.6 | 1.9 | 3.2 | 5.8 | -2.4 | -6.2 | -6.7 | 11.7 | 3.3
COc1ccc(-c2nn(Cc3ccccc3)cc2C(=O)N2CCN(c3ccccn3)CC2)cc1OC | nt | -0.4 | 2.6 | -0.7 | 2.5 | nt | 11.2 | -4.7 | nt
C=CCn1c(C)cc(C(=O)COC(=O)C2CC(=O)N(CCc3ccc(OC)c(OC)c3)C2)c1C (configuration not stated) | 4.3 | 0.6 | 0.0 | 4.2 | 10.9 | -1.7 | -7.7 | 0.3 | -7.4
Cc1ccc(N(CC(=O)Nc2ccccc2C(=O)N2CCOCC2)S(C)(=O)=O)cc1 | 0.3 | 2.4 | 1.5 | -3.4 | 1.4 | 4.2 | -3.6 | -0.3 | -3.8
CCc1ccc(CN2CCCC(C(=O)Nc3ccc(-c4cscn4)cc3)C2)o1 (configuration not stated) | 6.0 | -0.3 | 12.3 | 6.7 | -0.8 | -0.6 | -7.5 | -0.8 | -6.5
COCCn1nnnc1C1(N(Cc2cc3cc(C)ccc3[nH]c2=O)CC2CCCO2)CCN(C)CC1 (configuration not stated) | 0.8 | 0.2 | -0.6 | -5.3 | 1.6 | -7.6 | 8.2 | 4.9 | -0.5
CCN(c1ccccc1)S(=O)(=O)c1ccc(C(=O)Nc2cccc(NC(C)=O)c2)cc1 | nt | nt | 5.2 | nt | -9.7 | nt | 5.9 | -10.9 | nt
Nc1nc(NCc2ccccc2)nc(Nc2cccc(F)c2)c1[N+](=O)[O-] | 9.1 | -1.3 | 34.7 | -1.0 | 2.1 | 2.3 | -13.4 | 1.3 | 4.5
CC(C)(C)OC(=O)N1CCC[C@@H]1CO | 6.3 | -1.1 | -1.5 | -0.9 | 2.1 | -6.9 | 14.8 | 7.4 | -1.7

Part of the list above, reduced to PP5 inh.
molecule	PP5 inh
Cc1cc(C)cc(N2CN=C3SCC(=O)N3C2)c1	0.6
CCCCn1c(O)c(N=NC(=O)c2ccccc2NS(=O)(=O)c2cccs2)c2ccccc21	-3.5

Compound activity: PubChem BioAssay, The Scripps Research Institute Molecular Screening Center
